Compound activity (PubChem)
PGK inhibitor = qHTS Assay to Find Inhibitors of Phosphoglycerate Kinase. PGK/GAPDH coupled, Kinase-Glo luminescence, 60 min. Phosphoglycerate kinase, glycosomal (Trypanosoma brucei brucei), P07378. Potency, µM (titrated, usually from 57.5 µM), for the others: at the top dose activity change, negative = inhibition, usual class: inhibitors. actives 0.043% (n = 380,000); note: potency is the fitted concentration of half-maximal effect; % is set by controls: 0 for no effect and ±100 for the full control effect; nearly all actives have a fitted effect of over 60% in size
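Recombinant glycosomal PGK reaction used 1,3-bisphosphoglycerate generated in-well by GAPDH (100nM final) in 100mM TEA pH 7.6, 5mM MgCl2, 0.01% Tween-20. After 60 minutes at room temperature, ATP was read by Kinase-Glo Plus luminescence end-point.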
G9a block = qHTS Assay for Inhibitors of Histone Lysine Methyltransferase G9a | Histone-lysine N-methyltransferase EHMT2 (Homo sapiens), Q96KQ7 | G9a H3K9 monomethylation, AlphaScreen, 2 h | Potency, µM (doses to about 102 µM), for the others: at the top dose activity, negative = inhibition, usual class: inhibitors | actives 8.8% (n = 350,000) | AID 504332, 2011; note: potency is the fitted concentration of half-maximal effect; % is set by controls: 0 for no effect and ±100 for the full control effect; nearly all actives have a fitted effect of over 75% in size
Target sequence (Q96KQ7 913-1193 limits assumed): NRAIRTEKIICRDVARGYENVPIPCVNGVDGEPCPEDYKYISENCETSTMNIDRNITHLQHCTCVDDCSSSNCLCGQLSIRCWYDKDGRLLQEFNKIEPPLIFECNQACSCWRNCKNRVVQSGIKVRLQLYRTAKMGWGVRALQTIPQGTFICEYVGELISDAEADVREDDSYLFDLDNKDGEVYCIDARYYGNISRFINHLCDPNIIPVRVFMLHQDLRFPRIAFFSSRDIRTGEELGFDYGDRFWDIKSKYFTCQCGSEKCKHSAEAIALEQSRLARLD
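G9a (20 nM) preincubated 15 min RT with compounds, then 500 nM biotinylated H3K9 peptide and 20 uM SAM added; 2 h RT reaction. Monomethyl-H3K9 product detected by AlphaScreen with anti-H3K9me1 antibody, streptavidin donor and anti-rabbit IgG acceptor beads.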
HP1b binding inh = HTS for Inhibitors of HP1-beta Chromodomain Interactions with Methylated Histone Tails; AID 540317, 2011; actives 0.56% (n = 390,000); AlphaScreen HP1-beta / biotin-H3K9me3 peptide binding; Chromobox protein homolog 1 (Homo sapiens), P83916; Potency, µM (titrated, usually from 114 µM), inactives show top-dose activity change, negative = inhibition, actives largely listed as inhibitors; note: potency is the fitted concentration of half-maximal effect; nearly all actives have a fitted effect of over 70% in size; inactives centre near 23
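Compound inhibition of the preformed complex between 50 nM HP1-beta and 50 nM biotinylated H3K9me3 peptide was read by AlphaScreen. Buffer was PBS pH 7.4 with 0.01% Tween-20. Incubations ran 30 min at room temperature, with 10 ug/mL donor/acceptor beads.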
PI4K2A block = qHTS for small molecular inhibitors of PI4K2A | Phosphatidylinositol 4-kinase type 2-alpha (Homo sapiens), Q9BTU6 | purified PI4K2A, ADP-Glo luminescence, 1 h; active compounds read low | activity change, negative = inhibition, % at 76.9 µM | actives 0.13% (n = 420,000) | AID 1346378, 2018; in the data active = activity change below about -50%; inconclusive = mostly about -30% to -49%;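 note: -100% = wells without enzyme as full effect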
Target sequence (Q9BTU6 whole entry, looked up): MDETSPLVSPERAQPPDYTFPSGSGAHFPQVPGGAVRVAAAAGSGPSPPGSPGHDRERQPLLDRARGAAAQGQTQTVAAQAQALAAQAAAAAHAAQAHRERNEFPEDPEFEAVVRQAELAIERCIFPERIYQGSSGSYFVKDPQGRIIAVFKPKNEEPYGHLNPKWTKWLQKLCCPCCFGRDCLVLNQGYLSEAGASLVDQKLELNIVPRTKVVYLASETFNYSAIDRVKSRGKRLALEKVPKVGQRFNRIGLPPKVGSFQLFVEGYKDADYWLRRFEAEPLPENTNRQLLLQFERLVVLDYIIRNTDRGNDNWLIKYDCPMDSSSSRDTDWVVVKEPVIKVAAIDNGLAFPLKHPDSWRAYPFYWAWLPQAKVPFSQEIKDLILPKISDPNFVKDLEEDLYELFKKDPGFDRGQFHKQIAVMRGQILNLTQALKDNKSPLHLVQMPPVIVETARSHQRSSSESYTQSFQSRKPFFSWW
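ADP-Glo luminescence measured ADP generated by PI4K2A enzyme (4 ug/mL before mixing) with 1.2 mM PI substrate (pre-mix) and 300 microM ATP (pre-mix). Tris pH7.5 buffer with MgCl2, Triton X-100; 1 h reaction at ambient temperature.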
JMJD2A Tudor inh = qHTS Assay for Inhibitors of JMJD2A-Tudor Domain. AID 504339, 2011. Potency, µM (highest dose often 114 µM), for inactives: top-dose activity change, negative = inhibition, actives largely listed as inhibitors. AlphaScreen JMJD2A-Tudor / H3K4me3 peptide binding. actives 4.4% (n = 390,000). Lysine-specific demethylase 4A (Homo sapiens), O75164; note: potency is the fitted concentration of half-maximal effect; % is set by controls: 0 for no effect and ±100 for the full control effect; nearly all actives have a fitted effect of over 50% in size
Pin1 inhibitor = qHTS Assay to Find Inhibitors of Pin1; Pin1 FP peptide displacement, HiFluor488, 10 min; actives 0.009% (n = 390,000); Peptidyl-prolyl cis-trans isomerase NIMA-interacting 1 (Homo sapiens), Q13526; Potency, µM (top dose mostly 115 µM), for inactives: top-dose activity, negative = inhibition, actives largely listed as inhibitors; active = well fitted inhibition curve with a large enough effect in the polarisation, with a control signal flat, not every such curve was filed as active; inconclusive = small, poorly fitted or top-dose-only effect, or effect the other way, or a change in a side signal; inactive = no such curve, though single readings can be large or run the other way; the % refers to the polarisation; note: potency is the fitted concentration of half-maximal effect; % is set by controls: 0 for no effect and ±100 for the full control effect
Target sequence (Q13526 whole entry, looked up): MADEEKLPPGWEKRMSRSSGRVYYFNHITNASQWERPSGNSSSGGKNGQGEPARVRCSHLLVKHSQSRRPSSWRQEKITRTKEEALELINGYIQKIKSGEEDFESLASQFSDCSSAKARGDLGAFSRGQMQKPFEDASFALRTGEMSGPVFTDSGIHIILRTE
GLS inhibitor = qHTS for Inhibitors of Glutaminase (GLS); Glutaminase kidney isoform, mitochondrial (Homo sapiens), O94925; GLS enzymatic activity, qHTS titration; Potency, µM (series often up to 45.5 µM), for inactives: at the top dose activity change, negative = inhibition, actives largely listed as inhibitors; actives 0.21% (n = 410,000); AID 624170, 2012; note: potency is the fitted concentration of half-maximal effect; % is set by controls: 0 for no effect and ±100 for the full control effect
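Enzyme dispensed in phosphate buffer (45 mM, pH 8.2, 0.02% Tween-20), compounds pinned in, then 1 mM L-glutamine solution and the glutamate oxidase–HRP–Amplex Red mix added; fluorescence read immediately and again after 30 min at room temperature.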
POLH inh = qHTS for Inhibitors of Polymerase Eta; DNA polymerase eta (Homo sapiens), Q9Y253; recombinant Pol eta, fluorescent DNA replication assay; actives 1.2% (n = 390,000); Potency, µM (highest dose often 114 µM), without a hit: at the highest dose activity change, negative = inhibition, hits mostly inhibitors; AID 588591, 2011; note: potency is the fitted concentration of half-maximal effect; % is set by controls: 0 for no effect and ±100 for the full control effect
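Pol eta (10 nM) was preincubated with compounds for 15 min at room temperature, after which fluorescent replication substrate (50 nM final) was added to start the reaction. Fluorescence was read kinetically at 0 and 10 min.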
BAZ2B inh = qHTS Assay for Inhibitors of BAZ2B; Bromodomain adjacent to zinc finger domain protein 2B (Homo sapiens), Q9UIF8; AlphaScreen BAZ2B-H3K14Ac peptide displacement; Potency, µM (highest dose often 114 µM), for inactives: at the top dose activity change, negative = inhibition, usual class: inhibitors; actives 4.4% (n = 360,000); AID 504333, 2011; note: potency is the fitted concentration of half-maximal effect; % is set by controls: 0 for no effect and ±100 for the full control effect; nearly all actives have a fitted effect of over 60% in size
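BAZ2B (50 nM) with biotin-H3(5-23)K14Ac peptide (50 nM) in PBS pH 7.4, 0.01% Tween-20, preformed 30 min, then compound 30 min at room temperature; top concentration 110uM. AlphaScreen streptavidin donor/nickel chelate acceptor beads (10 ug/mL final), 20 min dark, signal read.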
Numbers without * were called inactive; i = inactive; ? = inconclusive; . = no result given; [ ] = remark or other dose. Unless noted, calls come from the whole dose curve; as a rule, active = well fitted curve in the direction sought with a large enough effect; inconclusive = small, poorly fitted or top-dose-only effect, or another doubt; inactive = no such curve, though single readings can be large; an effect the other way counts as inactive or inconclusive. The list is partial; the hit share may differ from the screen's.

SMILES	PGK inhibitor	G9a block	HP1b binding inh	PI4K2A block	JMJD2A Tudor inh	Pin1 inhibitor	GLS inhibitor	POLH inh	BAZ2B inh
CON/C=C(\C=Nc1ccc(F)cc1)c1ncc(C(F)(F)F)cc1Cl	-10%	-25%[59 µM]	14%	7	-15%	-2%	.	-18%	-32%
CCC(C)C(NC(N)=O)C(=O)Nc1ccc(C)c(Cl)c1 (centres undefined)	-5%	8.9µM*	40%[activator]	-3	-10%	-9%	-1%	-11%	-11%
CC1=NOC(=O)/C1=C/c1ccc(O)cc1	-5%	50µM*	41%	-2	16µM*	-1%	-15%	-16%	50µM*
CCOc1cccc(C(=O)Nc2nnc(-c3cccs3)s2)c1	-1%	-16%	17%	-7	-12%	0%	5%	-9%	7%
CNC1=CC(=O)CC(c2ccccc2)C1 (centres undefined)	2%	-3%	42%[activator]	-2	-11%	-13%	-1%	-1%	-2%
O=C(COC(=O)c1cccs1)Nc1cccc(S(=O)(=O)N2CCCCC2)c1	-7%	.	0%	-4	-27%	6%	2%	-5%	.
O=C(Nc1ccc(F)cc1F)c1ccc(-n2cccn2)nc1	5%	-3%	30%	1	?	3%	0%	-13%	-3%
O=c1oc2ccccc2c(N2CCCCC2)c1CN1CCCCC1	-9%	8%[59 µM]	35%	-3	-4%	3%	6%	-14%	-1%
CC(C)CN(C(=O)COC(=O)Cc1cccc2ccccc12)c1c(N)n(Cc2ccccc2)c(=O)[nH]c1=O	3%	-5%	23%	0	-1%	?	0%	-21%	-2%
COc1ccccc1CNC(=O)CS(=O)(=O)Cc1nc(-c2ccccc2C)oc1C	6%	-5%[59 µM]	24%	0	-21%	6%	10%	-2%	-6%
COc1ccc(C(=O)N/C(=C\c2cn(C)c3ccccc23)C(=O)N2CCN(C)CC2)cc1	i	45µM*	41%	0	-30%	0%	-5%	-14%	-38%
COc1ccc(OC)c(Nc2nc(N)nc(CSc3nnc(N)s3)n2)c1	-10%	-4%[59 µM]	24%	3	-18%	-5%	3%	-4%	-5%
Cc1ccc(S(=O)(=O)N2CCOCC2)cc1NC(=O)c1cccc(S(=O)(=O)N2CCCC2)c1	1%	.	16%	-5	-4%	8%	7%	-3%	-4%
Cc1ccc(-c2noc(-c3ccccc3NC(=O)C3CC(=O)N(c4ccccc4C)C3)n2)cc1 (centres undefined)	-2%	-35%[59 µM]	48%[activator]	-1	-13%	12%	0%	-8%	-6%
COC(=O)/C(C#N)=C/c1ccc(OC(=O)c2ccccn2)cc1	3%	7.9µM*	44%[activator]	-11	8.9µM*	35%[activator]	10%	-19%	7.1µM*
CCn1cc(CN2CCc3c([nH]c4ccccc34)C2c2cccc(O)c2)c(C)n1 (centres undefined)	-5%	?	-6%	3	-18%[57.1 µM]	0%	4%	-20%	?
COc1ccc(C2=NOC(Cn3nc(C(=O)O)cc3-c3ccccc3)C2)cc1 (centres undefined)	-8%	.	40%[activator]	-3	1%	?	10%	-10%	-7%
CC(C)c1cccc(C(C)C)c1NC(=O)COC(=O)C1CCC1	-2%	?	36%	-2	-2%	-2%	-1%	-18%	6%
COc1cc(OC)c(NC(=O)Cn2c(SCc3ccccc3F)nc3cccnc32)cc1Cl	-6%	1%[59 µM]	0%	-4	-15%	-5%	-14%	4%	4%
Cc1ccc(/C=C(\C#N)C(=O)NC(C)c2ccccc2)o1 (centres undefined)	i	-22%	26%	3	-13%	25%	3%	-4%	-18%
Cc1cccc(N2CCN(C(=O)c3cc4c(=O)oc5ccccc5c4s3)CC2C)c1 (centres undefined)	-5%	-7%[59 µM]	16%	0	-25%	1%	-14%	-22%	-10%
COc1ccc(C2=C(C)C(=NCCCN3CCN(c4cc(Cl)ccc4C)CC3)NS2(=O)=O)cc1	i	-30%[59 µM]	0%	1	-13%	0%	3%	-15%	-13%
COc1ccc(OC)c(NC(=O)[C@@H]2CCCN2C(=O)c2cccs2)c1	6%	13%[59 µM]	24%	1	10%	-1%	-13%	-21%	-26%
CCCCNC(=O)CN1C(=O)c2cccnc2Sc2ccccc21	-10%	-2%[59 µM]	60%[activator]	-1	-4%	7%	-3%	-9%	3%
CN(CC(=O)N1CCN(c2ccccc2)CC1)S(=O)(=O)c1cccs1	8%	-38%	-3%	2	-13%	2%	0%	-8%	-1%
O=C(Nc1ccccc1C(F)(F)F)c1ccccn1	i	?	35%	2	-2%	-10%	-1%	-11%	3%
O=C(Cc1ccccc1F)NCC1(N2CCOCC2)CCCCC1	-5%	0%	9%	-1	-4%	-9%	7%	-12%	-7%
CCCCc1nnc(NC(=O)Cc2ccc(S(=O)(=O)N3CCOCC3)s2)s1	3%	?	36%[activator]	-1	-27%	30%[activator]	2%	-9%	1%
O=C(NCc1ccc(F)cc1)C(=O)Nc1nc(C23CC4CC(CC(C4)C2)C3)cs1	-2%	5%	19%	-2	-32%	5%	4%	?	-9%
CCOC(=O)C1NN=C(C(=O)c2ccccc2)C1c1ccc(OC)cc1 (centres undefined)	0%	-7%[59 µM]	29%	11	-11%	8%	21%	-23%	-26%

In the list so far, these contain an aryl thioether with sulfur outside any ring:
SMILES	PGK inhibitor	G9a block	HP1b binding inh	PI4K2A block	JMJD2A Tudor inh	Pin1 inhibitor	GLS inhibitor	POLH inh	BAZ2B inh
COc1ccc(OC)c(Nc2nc(N)nc(CSc3nnc(N)s3)n2)c1	-10%	-4%[59 µM]	24%	3	-18%	-5%	3%	-4%	-5%
COc1cc(OC)c(NC(=O)Cn2c(SCc3ccccc3F)nc3cccnc32)cc1Cl	-6%	1%[59 µM]	0%	-4	-15%	-5%	-14%	4%	4%

The list goes on.
SMILES	PGK inhibitor	G9a block	HP1b binding inh	PI4K2A block	JMJD2A Tudor inh	Pin1 inhibitor	GLS inhibitor	POLH inh	BAZ2B inh
Cc1ccccc1C(=O)OCc1cnc(Cl)s1	4%	88%[activator]	106%[activator]	-5	75%[activator]	3%	0%	0%	45%[activator]
COc1ccc(-n2c(Cc3cccn3C)nnc2SCC(=O)NCc2ccco2)cc1	4%	?	?	?	?	3%	3%	-7%	?
CCOC(=O)C(C)NC(=O)CCc1nnc2ccc(N3CCC(C)CC3)nn12 (centres undefined)	-7%	14%	36%	0	1%	-7%	-2%	-18%	-13%
COc1ccc(NS(=O)(=O)c2cc(N/C(=N\S(=O)(=O)c3ccccc3)c3ccc(F)cc3)ccc2Cl)cc1	12%	3%[59 µM]	-4%	4	-28%	11%	11%	-16%	-30%
COC(=O)c1ccc(NC(=O)CSCc2ccccc2)cc1	i	16%	30%	2	9%	-2%	-2%	-5%	0%
CCCc1nnc(SCC(=O)Nc2ccc(OC)cc2)o1	-1%	9%	-7%	3	-29%	2%	-13%	3%	-21%
O=C(NC(=S)Nc1cccc(O)c1)C1CCCCC1	-10%	.	3%	-5	-25%	-5%	38%[activator]	-17%	.
CCN1C(=O)[C@H]2[C@@H](c3ccc(C)cc3)N3C(=O)N(c4cccc(Cl)c4)C(=O)[C@@]3(Cc3ccc(Cl)cc3)[C@H]2C1=O	-9%	-5%[12.7 µM]	39%	-2	-22%	2%	4%	-6%	-3%
CCOC(=O)COc1ccc(Br)cc1/C=C/c1[nH]c(=O)[nH]c(=O)c1[N+](=O)[O-]	-7%	?	-17%	?	-13%	-10%	0%	45µM*	13%
C=CCN1C(=O)/C(=C\c2cccc(OC(=O)c3ccco3)c2)SC1=S	0%	79µM*	-10%	8	-28%	6%	0%	-21%	-25%

Rewritten field by field: entries from further up
> CC(C)c1cccc(C(C)C)c1NC(=O)COC(=O)C1CCC1
- PGK inhibitor: -2%
- G9a block: ?
- HP1b binding inh: 36%
- PI4K2A block: -2
- JMJD2A Tudor inh: -2%
- Pin1 inhibitor: -2%
- GLS inhibitor: -1%
- POLH inh: -18%
- BAZ2B inh: 6%
> C=CCN1C(=O)/C(=C\c2cccc(OC(=O)c3ccco3)c2)SC1=S
- PGK inhibitor: 0%
- G9a block: 79µM*
- HP1b binding inh: -10%
- PI4K2A block: 8
- JMJD2A Tudor inh: -28%
- Pin1 inhibitor: 6%
- GLS inhibitor: 0%
- POLH inh: -21%
- BAZ2B inh: -25%
